yeast mlh1 rad18 = NCI yeast anticancer drug screen, S. cerevisiae mlh1 rad18 strain; AID 175, 2004; growth inhibition, % at 50 µM; actives 11% (n = 79,000);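 also: 0% = growth of vehicle-only cultures of the same strain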
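Read-out is yeast growth inhibition, calculated against vehicle-only controls. The compound was applied to a strain engineered with DNA damage repair alterations.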
yeast bub3 = NCI yeast anticancer drug screen, S. cerevisiae bub3 mutant strain; AID 167, 2004; growth inhibition, % at 50 µM; actives 9.9% (n = 78,000);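 also: 0% = growth of vehicle-only cultures of the same strain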
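Growth of a checkpoint-deficient yeast mutant is measured after compound exposure. Values represent inhibition relative to vehicle.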
rad50 = NCI yeast anticancer drug screen, S. cerevisiae rad50 strain; actives 10% (n = 79,000); growth inhibition, % at 50 µM;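 also: 0% = growth of vehicle-only cultures of the same strain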
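A DNA repair-deficient yeast mutant serves as the test organism; compound-induced growth inhibition is calculated against vehicle-treated cells.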
yeast cln2 rad14 = NCI yeast anticancer drug screen, S. cerevisiae cln2 rad14 strain. % growth inhibition at 50 µM. actives 8.3% (n = 78,000);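 also: 0% = growth of vehicle-only cultures of the same strain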
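Growth of compound-exposed yeast (cln2 rad14 genotype) measured and expressed as inhibition relative to vehicle.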
sgs1 mgt1 = NCI yeast anticancer drug screen, S. cerevisiae sgs1 mgt1 strain. % growth inhibition at 50 µM. AID 161, 2004. actives 10% (n = 78,000);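 also: 0% = growth of vehicle-only cultures of the same strain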
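Genetically altered yeast, compound exposure, growth inhibition relative to vehicle.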
mec2-1 = NCI yeast anticancer drug screen, S. cerevisiae mec2-1 strain. % growth inhibition at 50 µM. actives 9% (n = 79,000);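 also: 0% = growth of vehicle-only cultures of the same strain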
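Growth inhibition is read against vehicle-treated controls after compound exposure of the mec2-1 yeast strain, which is defective in DNA damage repair or cell cycle control.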
* = called active by the depositor; . = not tested or not shown; & = joins results of further samples; ! = not active in a repeat. Rule as the data show it: active = growth inhibition above about 70%; inactive = the rest. An unsorted share of the library; about 14% have a hit in one of these screens.

structure	yeast mlh1 rad18	yeast bub3	rad50	yeast cln2 rad14	sgs1 mgt1	mec2-1
Clc1ccc(-c2cc(-c3cc(-c4ccc(Cl)c(Cl)c4)n[nH]3)[nH]n2)cc1Cl	65.0	22.8	91.0*	29.7	65.0	22.8
CNC(=O)NCNC(=O)NC	-9.9	-25.9	-25.4	-12.2	-16.2	12.2
CC1(C)OC(=O)CC1CCN (configuration not stated)	13.2	14.9	-0.8	-30.9	-7.0	-13.5
O=Cc1ccccc1COC(=O)c1cc(C(=O)OCc2ccccc2C=O)c(C(=O)OCc2ccccc2C=O)cc1C(=O)OCc1ccccc1C=O	5.2	-4.9	13.9	-2.8	-14.2	7.2
COC(=O)NC1C(=O)OC(C2OC2(C)C)C1(C)C (configuration not stated)	-27.4&-6.2	-31.4&-17.1	-2.5&-4.0	-7.9&4.3	-32.8&-5.3	-12.8&-22.9
S=C(N/N=C/c1ccc2c(c1)OCO2)Nc1cccc2cccnc12	-8.6	16.5	8.4	16.1	-13.6	4.2
CC12CCCCC1=C(F)C(F)(F)S2 (configuration not stated)	17.7	-2.5	0.1	24.6	7.5	-17.4
Clc1ccccc1CSc1cnnc(Cl)c1SCc1ccccc1Cl	21.9	5.2	28.6	39.6	31.6	12.2
CCCN(CCC)c1ccc(SC#N)cc1	23.2	42.9	20.8	11.9	69.3	6.9
O=c1c(Cl)c(Cl)oc(Cl)c1Cl	97.2*	98.8*	79.2*	94.5*	88.0*	98.3*
CC(C)CCC(=O)C(C)C	15.2	10.8	19.7	11.5	13.2	-9.6
CC1CN(CCCO)C(C)CN1CCCO (configuration not stated)	3.1	-35.5	-13.6	17.5	-15.2	-28.4
ICC1OC(c2ccccc2)OC2C(CI)OC(c3ccccc3)OC12 (configuration not stated)	17.8	2.3	39.2	26.6	24.8	15.1
O=C(OCc1ccccc1)n1nnc2ccccc21	2.5	19.2	27.8	-17.2	8.6	-4.0
Clc1ccccc1-c1ccc2c(Cl)ccnc2c1	10.1	-3.8	12.2	31.3	10.6	13.7
CCSC(C(O)C(O)C(O)C(O)CO)n1cnc2c(SC)ncnc21 (configuration not stated)	-3.9	-5.0	20.1	-26.0	1.1	-15.3
CCOc1c(N=Nc2ccccc2C)c(C)nn1C(=S)SC	15.7	-19.4	-1.2	23.8	-15.4	-2.2
CCc1cn(C2CC(CO)C(CO)S2)c(=O)[nH]c1=O (configuration not stated)	-6.7	-8.6	-5.5	-6.4	7.8	-33.0
CN(C)c1ccc(/C=N/NC(=O)NN)cc1	-15.9	-2.1	6.2	-2.9	-23.3	-12.3
COC(=O)CCCC1CCC(=NNc2ccc([N+](=O)[O-])cc2[N+](=O)[O-])CC1 (configuration not stated)	-1.4	-3.6	25.5	-16.7	33.2	-4.8

Taken from above:
COC(=O)NC1C(=O)OC(C2OC2(C)C)C1(C)C (configuration not stated) in yeast bub3 reads -31.4&-17.1
COC(=O)CCCC1CCC(=NNc2ccc([N+](=O)[O-])cc2[N+](=O)[O-])CC1 (configuration not stated) in mec2-1 reads -4.8

New compounds follow
structure	yeast mlh1 rad18	yeast bub3	rad50	yeast cln2 rad14	sgs1 mgt1	mec2-1
Cc1c([O-])[n+]2cccc3ccn(c1=O)c32	12.1	-2.4	-28.7	-11.1	-16.7	-13.6
Cc1n[nH]c2ccccc2c1=O	-9.9	-23.6	-4.8	-18.1	-21.6	-17.9
COc1ccc(/C=N/NC(=O)c2sc(=S)n(-c3ccccc3)c2N)cc1	-7.5	-17.1	2.9	-16.9	-40.1	-0.5
C(=NCC1CCC(CN=Cc2ccco2)CC1)c1ccco1 (configuration not stated)	-12.5	.	-21.0	.	.	-24.8
CCCC(=O)OC1C(CO)OC(n2cc(F)c(=O)[nH]c2=O)C1F (configuration not stated)	-17.8	3.8	-7.8	-15.7	-8.6	6.4
O/C(=C/c1ncnc2ccccc12)c1cccc(Cl)c1	15.0	14.7	12.5	-11.4	22.8	4.4
Cn1c[n+](C)c([S-])n1	-5.2	3.0	-13.2	-8.4	-12.1	2.6
O=C1c2cccc3cccc(c23)C(=O)N1O	86.4*	83.3*	84.4*	47.1	90.3*	87.3*
Cc1cccc(NS(=O)(=O)c2ccc(Cl)c(Cl)c2)n1	-3.3	1.6	20.1	9.3	2.5	-19.2
Cc1cc(C)n(/N=C/c2ccccc2O)c(=O)c1C#N	-17.3	-32.7	-26.9	4.5	-9.7	-40.3
CN(C)c1nc(O)cc(=O)[nH]1	25.3	8.3	5.0	-34.8	-6.6	-0.3
FC(F)(F)c1cccc2[nH]cnc12	2.3	-4.7	-24.6	-12.4	6.2	-2.9
CCOC(=O)C(Cc1ccccc1Cl)(NC(C)=O)C(=O)OCC	-20.1	11.8	2.1	-10.2	-0.3	-8.0
CC1=CCC(C(C)C)C=C1 (configuration not stated)	-7.5	3.7	-1.3	12.1	-19.4	-10.0
CC(NCc1cc(O)c(CNC(C)c2ccccc2)cc1O)c1ccccc1 (configuration not stated)	1.9	12.4	4.5	25.2	17.1	0.4
Nc1cc2c(cc1/C=C1\CCNC1=O)OCO2	-4.8	-11.8	-5.7	-6.6	-22.2	-12.1
Cc1cccc(-c2csc(N)n2)c1	65.2	31.1	61.1	39.6	78.0*	41.0
CN(C)CC(CN(C)C)C(=O)/C=C/c1ccc(Cl)cc1Cl	45.0	99.0*	54.5	43.8	48.7	42.2
COc1cc(C(C)c2cc3c(cc2OCCO)OCO3)ccc1Cc1ccccc1 (configuration not stated)	-12.7	-0.1	4.6	3.6	-6.0	-4.2
[C-]#[N+]C(=C\c1ccc(O)cc1)/C(=C/c1ccc(O)cc1)[N+]#[C-]	98.2*	98.1*	97.8*	96.0*	97.8*	98.0*

13 neighbouring entries already listed:
structure	yeast mlh1 rad18	yeast bub3	rad50	yeast cln2 rad14	sgs1 mgt1	mec2-1
O=C1c2cccc3cccc(c23)C(=O)N1O	86.4*	83.3*	84.4*	47.1	90.3*	87.3*
Cc1cccc(NS(=O)(=O)c2ccc(Cl)c(Cl)c2)n1	-3.3	1.6	20.1	9.3	2.5	-19.2
Cc1cc(C)n(/N=C/c2ccccc2O)c(=O)c1C#N	-17.3	-32.7	-26.9	4.5	-9.7	-40.3
CN(C)c1nc(O)cc(=O)[nH]1	25.3	8.3	5.0	-34.8	-6.6	-0.3
FC(F)(F)c1cccc2[nH]cnc12	2.3	-4.7	-24.6	-12.4	6.2	-2.9
CCOC(=O)C(Cc1ccccc1Cl)(NC(C)=O)C(=O)OCC	-20.1	11.8	2.1	-10.2	-0.3	-8.0
CC1=CCC(C(C)C)C=C1 (configuration not stated)	-7.5	3.7	-1.3	12.1	-19.4	-10.0
CC(NCc1cc(O)c(CNC(C)c2ccccc2)cc1O)c1ccccc1 (configuration not stated)	1.9	12.4	4.5	25.2	17.1	0.4
Nc1cc2c(cc1/C=C1\CCNC1=O)OCO2	-4.8	-11.8	-5.7	-6.6	-22.2	-12.1
Cc1cccc(-c2csc(N)n2)c1	65.2	31.1	61.1	39.6	78.0*	41.0
CN(C)CC(CN(C)C)C(=O)/C=C/c1ccc(Cl)cc1Cl	45.0	99.0*	54.5	43.8	48.7	42.2
COc1cc(C(C)c2cc3c(cc2OCCO)OCO3)ccc1Cc1ccccc1 (configuration not stated)	-12.7	-0.1	4.6	3.6	-6.0	-4.2
[C-]#[N+]C(=C\c1ccc(O)cc1)/C(=C/c1ccc(O)cc1)[N+]#[C-]	98.2*	98.1*	97.8*	96.0*	97.8*	98.0*

The list continues:
structure	yeast mlh1 rad18	yeast bub3	rad50	yeast cln2 rad14	sgs1 mgt1	mec2-1
COc1ccc2c(c1OC)C(=O)O[C@@H]2[C@H]1c2c(cc3c(c2OC)OCO3)CCN1C	11.3	-7.3	5.7	6.8	-27.8	-28.9
CCOC(=O)c1cc2ccccc2oc1=O	3.9	9.2	-15.2	16.4	-8.8	0.3
O=C1C(=Cc2c[nH]c3ccccc23)C(=O)c2ccccc21	78.5*!	62.8&-15.7	69.2&-9.1	32.4&2.1	71.1*!	69.5&-6.4
CCN(CC)CCCn1c2cc(=O)c(=O)cc-2[nH]c2cc(C)ccc21	40.0	-8.1	10.4	-15.4	23.6	-4.3
CN(C)CC1COC2Cc3ccccc3C1O2 (configuration not stated)	1.9&-29.3	21.5&-19.1	-0.8&-43.2	20.9&-46.1	-1.6&-17.2	-20.2&-22.1
COc1ccc(CCNC(=S)NN)cc1OC	-28.7	-17.0	-15.7	-23.5	-7.3	-23.6
CC[C@@]12C=CC(=S)N(CCSc3ccccc3)[C@@H]1c1c(n(S(=O)(=O)c3ccc(OC)cc3)c3ccccc13)CC2	6.0	-2.5	-33.0	-53.0	0.9	-1.2
NC(=O)NOCC1NC(=O)NC1=O (configuration not stated)	-16.3	-21.8	-5.0	-11.1	-21.4	-13.1
CC(C)=CCC1=C(O)C(=O)C(CC=C(C)C)=C(O)C1=O	20.4	20.1	17.9	14.0	7.7	44.1
COc1ccc(NS(=O)(=O)c2ccccc2)cc1	-9.8&-6.3	8.9&1.6	-19.6&-3.5	-48.8&-20.7	-7.0&-3.2	-17.2&-2.7
O=S(=O)(c1ccccc1)c1cc(Cl)sc1Cl	13.2	10.7	1.9	-39.8	3.6	-11.4
CC(CC(=O)O)(CC(=O)O)c1ccccc1	-35.1	-7.0	19.6	-7.3	-11.2	-35.5
O=C1c2ccccc2C(=O)c2c(Nc3ccc(Nc4cccc5c4C(=O)c4ccccc4C5=O)c4c3C(=O)c3ccccc3C4=O)cccc21	-26.8	-19.3	-28.4	-3.2	4.7	-39.0
Nc1nc(-c2ccc([N+](=O)[O-])cc2)cc(-c2cc(-c3ccc([N+](=O)[O-])cc3)nc(N)n2)n1	6.6	-17.4	5.0	14.7	-9.8	6.7
O=[N+]([O-])c1cc(Cl)c(Cl)cc1NS(=O)(=O)c1ccccc1	71.2*	40.4	29.1	54.5	39.4	49.5
Cc1c(C)c(C)c2c(c1C)C(=O)c1c(O)cccc1-2	-7.7	3.9	0.5	-1.1	22.6	6.3
Cc1ccsc1S(N)(=O)=O	-6.8	11.4	-21.1	-12.2	-10.6	-23.1
CCCCC(CC)C(O)C1CCCCC1O (configuration not stated)	19.4	4.3	2.5	5.8	-4.4	-5.3
COC(=O)n1sc(SC)nc1=N	3.5	-17.1	3.8	-14.3	-8.9	-4.0
Cc1cc(C)c(NC(N)=S)cc1C	7.5	-5.5	7.7	-7.7	-5.3	-23.2

Continuation:
structure	yeast mlh1 rad18	yeast bub3	rad50	yeast cln2 rad14	sgs1 mgt1	mec2-1
CCOC(=O)C(=O)C1CCCC(C)C1=O (configuration not stated)	1.1	10.8	16.0	-43.1	-16.6	11.8
COC(=O)c1nc2nnc(NC(=O)Nc3ccc(Cl)cc3)n2c(-c2ccc(Cl)cc2)c1C	-9.0	-1.2	14.9	-4.0	10.2	-11.8
O=[N+]([O-])[O][Sn]([O][Sn]([O][N+](=O)[O-])([c]1ccccc1)[c]1ccccc1)([c]1ccccc1)[c]1ccccc1	68.0	72.5*	65.2	30.2	70.0*	57.6
Cn1nnnc1NN(c1nnnn1C)C1C=CCC=C1	-10.7	1.9	6.4	-18.0	0.0	-6.0
CN(C)c1ccc(S(=O)(=O)O)cc1	21.9	2.5	1.3	10.0	6.7	-3.6
Cc1cc(=O)[nH]c2c1CCCC2	8.2	-26.6	-13.7	-38.4	10.0	10.8
CCOC(=O)C(=O)/C(=C/N1CC(=O)NC1=S)C(=O)OCC	8.8	13.1	-19.6	-8.0	3.1	-0.8
O=C(O)C(C1NCCS1)N1C(=O)c2ccccc2C1=O (configuration not stated)	-3.4	6.6	-11.6	-19.9	-31.7	-6.1
O=C1c2ccc([N+](=O)[O-])cc2C(=O)N1CCBr	13.1	31.7	27.4	-10.2	16.6	-13.2
CC(=O)OCC1OC(N2C(c3ccccc3)=CC(c3ccco3)C(C#N)=C2S)C(OC(C)=O)C(OC(C)=O)C1OC(C)=O (configuration not stated)	27.2	2.0	0.9	12.7	13.8	-11.2
CCSC(=S)SCC(=O)O	3.1	-13.3	1.8	-15.2	-11.2	-6.9
COC(=O)NC(Nc1ccc(Cl)cc1Cl)(C(F)(F)F)C(F)(F)F	16.6	30.1	44.6	20.6	12.2	6.7
